# PLCg1 inh = PLC-gamma1 enzyme inhibitors, primary screen, biochemical, fluorescence, purified enzyme; 1-phosphatidylinositol 4,5-bisphosphate phosphodiesterase gamma-1 (Homo sapiens), P19174; 370,000 tested, 0.84% active; inhibition, % at 12.2 µM; fluorogenic substrate; AID 720700, 2013; in the data active = inhibition above about 9.5%
# DAX1 inh-1 = DAX1 (NR0B1) inhibitors, primary screen, cell-based, HEK293, Gal4-DAX1, luciferase luminescence; HEK293 Gal4-DAX1 luciferase reporter; inhibition, % at 6.75 µM; 340,000 tested, 0.99% active; AID 504766, 2011;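 active = inhibition above the mean over all tested compounds plus 3 SD, cut at about 4.2% in these data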;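 also: 0% = DAX1-transfected cells with DMSO and 100% = empty-vector control cells with DMSO; inhibition shows as a rise in luminescence from relieved DAX1 repression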
# Target sequence (P51843 207-470 limits assumed): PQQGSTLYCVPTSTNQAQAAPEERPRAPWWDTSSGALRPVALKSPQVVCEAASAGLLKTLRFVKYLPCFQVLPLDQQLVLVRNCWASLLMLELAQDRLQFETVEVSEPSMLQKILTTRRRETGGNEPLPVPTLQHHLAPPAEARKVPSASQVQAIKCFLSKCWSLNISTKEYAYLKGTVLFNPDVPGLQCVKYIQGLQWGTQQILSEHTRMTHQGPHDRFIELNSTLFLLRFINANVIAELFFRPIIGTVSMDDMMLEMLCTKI
# hgDAF-12 ag = H. glycines DAF-12 receptor agonists, primary screen, cell-based, luminescence, HEK293, GAL4 fusion, UAS-luciferase | Nuclear hormone receptor DAF-12 (Heterodera glycines), GAL4 fusion | HEK293 GAL4-hgDAF12 UAS-luciferase reporter, agonist luminescence; normalized to butyrate control | 370,000 tested, 1.8% active | activation, % at 6.8 µM;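 active = activation above a cutoff set at the mean of all screened compounds plus 3 SD, cut at about 10% in these data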;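 also: 0% = DMSO wells and 100% = sodium butyrate wells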
# hcDAF-12 act = H. contortus DAF-12 nuclear receptor activators, primary screen, cell-based, luminescence, HEK293, lit1-tk-luc reporter; HEK293 hcDAF-12 lit1-tk-luc reporter; 0% DMSO, 100% Δ7-dafachronic acid; activation, % at 6.8 µM; 370,000 tested, 1.4% active; AID 652067, 2013;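 active = activation above the mean of all tested compounds plus 3 SD, cut at about 5.5% in these data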;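 also: 100% = response to 3 µM Δ7-dafachronic acid high control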
# ssDAF12 agonist = S. stercoralis DAF-12 nuclear receptor activators, primary screen, cell-based, luminescence, HEK293, GRIP1 co-expression, lit1-tk-luc; activation, % at 6.8 µM; 370,000 tested, 1% active; AID 652126, 2013; Nuclear hormone receptor DAF-12 (Strongyloides stercoralis); HEK293 ssDAF-12/GRIP1 lit1-tk-luc reporter; % of 3 µM dafachronic acid response;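 active = activation above the mean over all tested compounds plus 3 SD, cut at about 0.9% in these data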;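 also: 0% = DMSO-only wells and 100% = 3 µM delta7-dafachronic acid wells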
# MBD2 inh = inhibitors of MBD2 binding to methylated DNA, primary screen, biochemical, TR-FRET, DNA-binding domain, human | MBD2 binding to methylated oligonucleotide | inhibition, % at 4.4 µM | AID 686964, 2013 | 370,000 tested, 0.31% active | Methyl-CpG-binding domain protein 2 (Homo sapiens), Q9UBB5; in the data active = inhibition above about 13%
# Target sequence (Q9UBB5 whole entry, looked up, the tested form may be a part): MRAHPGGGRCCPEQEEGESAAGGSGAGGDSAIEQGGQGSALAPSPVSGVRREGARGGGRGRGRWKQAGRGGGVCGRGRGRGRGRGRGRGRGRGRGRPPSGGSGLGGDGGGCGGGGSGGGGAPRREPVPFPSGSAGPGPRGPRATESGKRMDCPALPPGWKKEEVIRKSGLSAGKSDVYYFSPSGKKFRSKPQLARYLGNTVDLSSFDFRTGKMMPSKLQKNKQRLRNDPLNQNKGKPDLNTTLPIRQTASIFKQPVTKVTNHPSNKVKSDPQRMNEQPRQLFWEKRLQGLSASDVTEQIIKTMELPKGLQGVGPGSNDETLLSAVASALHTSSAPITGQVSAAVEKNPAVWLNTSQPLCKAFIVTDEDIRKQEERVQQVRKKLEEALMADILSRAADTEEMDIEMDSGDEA
# ADAM17 inh = ADAM17 inhibitors, primary screen, biochemical, QFRET; 370,000 tested, 0.83% active; inhibition, % at 6.95 µM; recombinant ADAM17, EDANS/DABCYL FRET peptide cleavage; AID 720648, 2013;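 active = inhibition above the mean of compounds lying between control limits plus 3 SD, set per campaign, cut at about 8.5% in these data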;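 also: 0% = DMSO-only wells as the low control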
# DAX1 inh-2 = DAX1 (NR0B1) inhibitors on StAR promoter, primary screen, cell-based, luminescence, SF-1 (NR5A1), full-length DAX-1 | HEK293T StAR-luciferase reporter, SF-1/DAX-1 repression relief | inhibition, % at 6.8 µM | 370,000 tested, 1.1% active | AID 652010, 2013;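 active = inhibition above the mean over all tested compounds plus 3 SD, cut at about 3.6% in these data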;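 also: 0% = DAX-1 cells with DMSO and 100% = cells lacking DAX-1 with DMSO; higher inhibition means more luminescence from relief of DAX-1 repression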
# SMARCA2 act = SMARCA2 (BRM) function activators, primary screen, cell-based, luminescence, high throughput | MG213 cells, MMTV-luciferase reporter, dexamethasone, overnight | activation, % at 9.1 µM | 370,000 tested, 1% active | AID 652017, 2013; in the data active = activation above about 7.8%;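 also: 0% = vehicle wells and 100% = reference activator wells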
# PLCb3 inh = human PLC-beta3 inhibitors, primary screen, biochemical, fluorescence; 1-phosphatidylinositol 4,5-bisphosphate phosphodiesterase beta-3 (Homo sapiens), Q01970; Purified PLC-beta3, fluorogenic substrate; inhibition, % at 12.2 µM; 370,000 tested, 0.18% active; AID 720704, 2013; in the data active = inhibition above about 11%;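 also: 0% = median of compound wells on plate and 100% = full blocker control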
# NR1D1 modulator = modulators of Rev-erb alpha DNA binding, primary screen, biochemical, FITC-DNA, fluorescence polarization, uHTS. Nuclear receptor subfamily 1 group D member 1 (Homo sapiens), P20393. Rev-erbα–FITC-DNA binding, 90 min. activity, % at 10 µM. 370,000 tested, 0.79% active;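 active = activity above about 14%, limit read from the data; passing the limit was not always enough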;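 also: 0% = DMSO wells with 35 nM protein and 100% = DMSO wells with 750 nM protein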
# * marks the source's active call; other numbers are inactive results; · = not tested or not shown; & = joins results of further samples.
SMILES,PLCg1 inh,DAX1 inh-1,hgDAF-12 ag,hcDAF-12 act,ssDAF12 agonist,MBD2 inh,ADAM17 inh,DAX1 inh-2,SMARCA2 act,PLCb3 inh,NR1D1 modulator
O=C(CCN1CC=C(c2ccccc2)CC1)NCc1ccccc1,0,-1.4,-1.4,-0.7,-1.0,3,-1,0.9,3,-1,-3
COc1ccc(CNCCc2ccc3c(c2)OCO3)cc1Br,0,-0.5,2.9,-1.8,-0.8,1,-3,0.0,1,-3,-5
Oc1cc(Cl)ccc1Oc1ccc(Cl)cc1Cl,4,2.4,0.8,-0.5,-1.8,1,7,1.4,0,4,-4&1
C=CCN(CC#CCO)Cc1ccc(OC)cc1OC,-3,·,-1.5,-2.1,-1.6,4,-2,0.1,-3,-1,0
Cc1cc(N2CCNC[C@@H]2C)ccc1N1CCN[C@@H](C)C1,-1,·,-0.3,2.2,-1.5,-2,-6,0.4,0,-1,0
C(=NC12CN3CN(CN(C3)C1)C2)c1cccnc1,4,0.4,1.0,0.5,-0.2,0,-2,1.3,-1,4,3
O=C(Cc1ccc(Cl)cc1)NCCN1CCN(C(=O)Cc2ccc(Cl)cc2)CC1,-3,0.2,-0.4,-0.1,-1.2,-3,-3,0.9,-2,-9,0
CC(C)(C)C(=O)O[C@H]1CC[C@@]2(C)C(=CC(=O)C3C2CC[C@]2(C)C(=O)[C@@H](F)CC32)C1 (stereo partly drawn),0,1.0,1.3,-0.7,-1.3,-2,-4,-0.3,4,2,-2
FC(F)(F)c1cccc(NC2=NCCS2)c1,-3,-0.4,-0.3,-0.2,-1.0,-4,-1,-1.1,-3,1,1
Cc1ccc(N2C(=O)CC(=O)NC2=O)cc1Cl,-1,-1.4,0.5,2.8,-0.7,8,0,-0.2,-2,-9,2
O=C1C2CCCN2C(c2ccccc2)N1c1ccccn1 (stereo not drawn),-1,-0.3,0.8,-1.6,-0.7,2,-12,0.1,-4,0,0
COC(=O)Cn1cc(C(=O)c2ccccc2F)c2ccccc21,7,0.7,-3.3,-1.1,-1.4,3,-2,0.1,-4,1,0
O=C1NC(=O)C2(Cc3ccccc3N3CCCC32)C(=O)N1c1ccccc1 (stereo not drawn),-40,-0.5,1.8,2.1,0.0,-3,-13,0.7,-1,-48,-2
COC(=O)C1=C(c2ccc(S(C)(=O)=O)cc2)C[C@@H]2CC[C@H]1N2C(=O)N1CCCC1,-1,1.1,-0.5,-1.1,-1.0,-1,-2,0.7,1,1,-2
CCCCCn1cc(C(=O)C(=O)N2CCOCC2)c2ccccc21,2,-0.1,-1.3,0.4,-1.0,3,1,0.6,4,-4,4
CN(C)c1ccc(/C=C/c2cc[n+](C)c3ccccc23)cc1,3&-38,-5.0&-2.9,-16&-16,-6.1&-6.1,-2.7&-2.2,9&8,-1&-21,-5.8&-4.1,-9&-13,1&-50,7&6
Cc1c(C=O)c2ccccc2n1Cc1ccccc1F,0,0.1,-2.6,-0.7,-0.2,9,1,-1.1,-2,-6,-3
COc1ccc(CN2C(=O)NC(=O)/C(=C\c3ccc(OC)c(OC)c3OC)C2=O)cc1,-2,0.4,-2.3,0.8,-0.9,1,-6,-0.1,-5,-4,-2
COc1ccc(-n2c(O)c(C(C)=NC3CC3)c(=O)[nH]c2=O)cc1,1,0.7,1.0,0.5,-0.9,-3,-9,-0.2,0,1,0
CNCC(O)c1cc(OCc2ccccc2)c(OCc2ccccc2)cc1F (stereo not drawn),0,-0.9,-1.7,-1.2,-1.1,2,1,-1.3,0,2,0
c1ccc(OCC2CO2)cc1 (stereo not drawn),0,0.4,-2.2,0.4,-1.2,-3,-3,0.9,-4,-1,5
Cn1cccc1CNCCc1ccc(F)cc1,-1,1.6,3.1,0.4,-1.4,0,-4,-0.3,-2,0,5
CCOC(=O)c1c(NC(=O)C(c2ccccc2)c2ccccc2)sc2c1C1CCN2CC1,-1,-0.1,-5.2,-0.7,-1.4,-3,8,-0.2,-7,-14,5
CC1CN=C(NCc2ccncc2)S1 (stereo not drawn),3,1.4,-0.1,-0.2,-1.4,3,-3,0.1,-3,1,-5
COc1ccc(-c2nc3ccccc3c(=O)n2-c2ccc(OC)cc2)cc1,0,-0.1,3.1,-1.8,-2.1,-4,3,-0.4,-2,-3,3
CN(C)C(=O)Nc1cccc(OC(=O)N(C)C)c1,0,0.0,-1.9,0.6,-1.2,0,-4,-0.2,2,3,0
CC(=NCCc1ccccc1)c1c(O)[nH]c(=O)[nH]c1=O,2,-0.3,-0.3,-2.2,-0.7,-1,1,-0.3,7,-5,-2
CC(=NCc1ccco1)c1c(O)n(C)c(=O)n(C)c1=O,10*,-0.1,-0.5,1.5,-0.1,0,1,0.5,-2,4,4
COc1ccccc1Sc1ccccc1CC(C)N (stereo not drawn),-1,-1.5,3.8,-1.1,-1.2,2,-1,0.1,-3,-2,0
O=S(=O)(c1ccc(Cl)cc1)N1CN2CCN(C2)C1,-3,1.0,-0.2,-1.7,-1.4,-3,-6,0.1,-3,1,·
COc1ccc(CN2Cc3cc(-c4ccc(OC)cc4)ccc3-n3nncc3C2)cc1,-19,·,14*,2.2,-1.2,3,0,-1.9,8.0*,-30,2
Cc1c(P(=S)(c2ccccc2)c2ccccc2)c2ccccc2n1C,0,·,-0.2,0.4,-1.0,4,-3,·,·,1,20
COc1ccc(OCC(=O)N2CCN(Cc3nc4cc([N+](=O)[O-])ccc4n3C)CC2)cc1,0,-1.9,-3.8,-2.4,-1.9,0,0,-1.2,-3,1,4
COC(=O)[C@]12OC[C@]34C([C@@H](O)[C@@H]1O)[C@]1(C)CC(=O)C(O)=C(C)[C@@H]1C[C@H]3OC(=O)[C@H](O)[C@@H]24 (stereo partly drawn),-2,-5.9,-13,-5.7,-2.5,2,-4,-3.1,-2,-1,2
COc1ccc(N2C(=O)/C(=C/c3ccc(OC)c(OC)c3)C(=O)NC2=S)cc1,-2,-0.5,-0.4,-2.5,-1.4,-5,-6,0.1,-4,-8,-10
COc1ccc(C(c2nnnn2-c2ccc3c(c2)OCCO3)N2CCC3(CC2)C(=O)NCN3c2ccccc2)cc1 (stereo not drawn),4,·,-0.3,-1.7,-1.1,2,5,-2.9,-5,1,3
Cn1c(=O)[nH]c2nncnc2c1=O,-4,1.2,-3.5,-1.9,-1.1,1,-2,-0.8,-2,-5,-3
O=C(c1ccc(F)cc1Cl)N1CCC2(CC1)OCCO2,0,-0.2,0.4,-1.4,-1.4,3,-2,0.4,-2,-2,-2
COc1cccc(N(C(C)=O)C2=NCCCS2)c1,1,0.7,-0.4,-0.9,-1.0,-3,1,0.5,3,-1,2
COc1ccccc1OCC#CCN1CCOCC1,3,-2.1,1.2,1.4,-1.2,4,1,0.3,3,4,3
O=C(Nc1ccc(Cl)cc1C(=O)c1ccccc1)c1ccccc1,2,1.0,0.1,-0.1,-0.8,-5,3,0.1,1,2,5
CCN(CC)CCCOC(=O)C(OC(C)C)(c1ccccc1)c1ccccc1,4,-0.3,3.2,-0.9,-1.4,8,-5,0.0,-5,-2,0
CNC(=O)CSP(=S)(OC)OC,-2,0.0,4.0,-1.1,-1.0,2,-4,1.1,3,1,-7
COc1ccc(N=Cc2c(O)n(-c3ccc(C)cc3)c(=O)[nH]c2=O)cc1,-1,·,1.5,-0.5,-0.6,3,-1,-0.1,-5,0,5
CCOC(=O)c1cc(CC)sc1/N=C/c1c(O)[nH]c(=S)[nH]c1=O,-7,-1.2,-3.5,0.4,-1.3,6,-3,-0.2,-5,-7,8
CCN1C(=O)C(=Cc2ccc(N3CCOCC3)o2)C(=O)N(CC)C1=S,4,3.9,-1.6,-0.7,-1.1,-3,-1,0.3,-4,-11,10
CCOC(=O)c1cccc(C2=C(CNC(=O)c3ccncc3)[C@H]3CC[C@@H](C2)N3Cc2ccccc2)c1,0,0.2,0.6,0.1,-0.6,0,4,-0.5,-3,1,-6
O=P(OCCCl)(OCCCl)OCCCl,-1,·,-0.6,-1.9,-1.0,4,-5,-0.3,0,-1,-1
COC(=O)C1(N(C)c2ccccc2)CCN(Cc2ccccc2)CC1,-3,·,-0.4,2.3,-0.8,-7,-1,1.3,1,0,0
O=CNc1ccc(OP(=O)(Oc2ccccc2)Oc2ccccc2)cc1,0,-1.3,2.3,0.2,-1.1,0,1,-0.5,-1,-6,-4
COc1ccc(C(=O)Cn2c(NCCCl)nc3ccccc32)cc1,0,-0.7,-2.9,-3.5,-0.8,-1,3,-0.8,-2,-6,3
O=c1[nH]c(=O)n(CCc2ccccc2)c(O)c1C=NCCCn1ccnc1,0,0.5,0.8,1.1,-0.2,-6,-3,-0.6,0,-2,-3
O=C1NC(=O)N(c2ccccc2)C(=O)/C1=C/c1ccc([N+](=O)[O-])s1,-32,0.0,-3.4,-0.3,-0.5,5,-6,0.0,-1,-36,-7
O=C(CCN1CCCCC1)Nc1ccc(Br)cc1C(=O)c1ccccc1,-5,0.5,1.0,-2.1,-1.6,-5,-5,-0.3,-1,-8,-3
Cc1cc(C(=O)CS(=O)(=O)c2ccc(F)cc2)cc(C)c1OC(=O)N(C)C,1,1.1,8.8,2.2,-0.8,-2,2,2.3,1,-1,-3
COc1ccc(C(=O)O/N=C(/C(N)=O)P(=O)(OC(C)C)OC(C)C)cc1,-1,·,-1.5,-0.7,-1.4,2,-1,0.0,-3,-4,-4
COc1cccc(C(=O)C2CCCN(Cc3cnn(C(C)C)c3)C2)c1 (stereo not drawn),0,-1.2,-0.9,0.2,-1.5,-5,-1,-0.1,1,3,-5
O=C(O)C1CN2CCC1CC2 (stereo not drawn),3,0.8,0.1,-1.0,-0.9,14*,-2,0.3,-1,2,2
CCC(=NCCC1=CCCCC1)c1c(O)[nH]c(=O)[nH]c1=O,0,1.1,-2.1,-1.4,-1.8,5,0,0.2,0,-3,0
CCCOc1ccc(C(C)=O)cc1Cc1c(O)[nH]c(=S)[nH]c1=O,1,-1.8,2.3,1.2,-0.8,0,-5,0.0,-1,-8,-1

# Screens (PubChem BioAssay)

# An excerpt; rates above refer to the full screens.
